MBD2 inh: inhibitors of MBD2 binding to methylated DNA, primary screen, biochemical, TR-FRET, DNA-binding domain, human | hit rate 0.31% among 370,000 | AID 686964, 2013 | inhibition, % at 4.4 µM | MBD2 binding to methylated oligonucleotide; in the data active = inhibition above about 13%
Target sequence (Q9UBB5 whole entry, looked up, the tested form may be a part): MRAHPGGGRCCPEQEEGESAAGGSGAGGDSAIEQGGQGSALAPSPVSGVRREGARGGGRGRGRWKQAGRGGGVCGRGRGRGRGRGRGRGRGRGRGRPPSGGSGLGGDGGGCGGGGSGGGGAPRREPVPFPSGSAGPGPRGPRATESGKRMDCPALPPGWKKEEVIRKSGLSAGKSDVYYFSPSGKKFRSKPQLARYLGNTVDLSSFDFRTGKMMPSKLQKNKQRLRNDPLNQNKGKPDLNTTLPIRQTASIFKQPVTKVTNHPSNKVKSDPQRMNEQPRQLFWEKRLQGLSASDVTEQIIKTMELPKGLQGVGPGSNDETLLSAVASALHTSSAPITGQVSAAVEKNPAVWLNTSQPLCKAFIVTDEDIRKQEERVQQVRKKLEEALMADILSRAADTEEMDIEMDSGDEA
DDE Tn7 FP inh: inhibitors of Tn7 peptide binding to fibrin DD(E), primary screen, biochemical, fluorescence polarization, human fibrin, Tn7 probe. AID 720508, 2013. FP displacement of FITC-Tn7 peptide from fibrin DD(E); 0% = median of compound wells per plate. Fibrinogen beta chain (Homo sapiens), P02675. inhibition, % at 8.3 µM. hit rate 0.13% among 370,000;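 active = inhibition above the mean of compounds falling within the control limits plus 3 SD of them, cut at about 14% in these data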;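 also: 0% = plate median of compound wells and 100% = 10 µM Aha-Tn7 peptide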
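Assay system: Human fibrin DD(E) protein | Medium: Tris buffer with calcium and detergent, pH 7.8 | Reagent: 0.1 µM fluorescent Tn7 | Compound dosing: Single point at 8.3 µM | Times: 10 min preincubation, 3 h with tracer, room temperature | Detection: Fluorescence polarization of the labelled Tn7 tracer | Controls: Aha-Tn7 high control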
PLCb3 inh: human PLC-beta3 inhibitors, primary screen, biochemical, fluorescence | 1-phosphatidylinositol 4,5-bisphosphate phosphodiesterase beta-3 (Homo sapiens), Q01970 | Purified PLC-beta3, fluorogenic substrate | inhibition, % at 12.2 µM | hit rate 0.18% among 370,000; in the data active = inhibition above about 11%;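 also: 0% = median of compound wells on plate and 100% = full blocker control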
KLK7 zymogen act: proKLK7 zymogen activators, primary screen, biochemical, fluorescence intensity | Kallikrein-7 (Homo sapiens), P49862 | purified proKLK7, EDANS-DABCYL substrate fluorescence; 100% is mature enzyme control, 0% vehicle | activation, % at 7 µM | hit rate 0.9% among 370,000;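 active = activation above the mean of all tested compounds plus 3 SD, computed per campaign excluding outliers beyond control limits, cut at about 13% in these data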
Target sequence (P49862 whole entry, looked up): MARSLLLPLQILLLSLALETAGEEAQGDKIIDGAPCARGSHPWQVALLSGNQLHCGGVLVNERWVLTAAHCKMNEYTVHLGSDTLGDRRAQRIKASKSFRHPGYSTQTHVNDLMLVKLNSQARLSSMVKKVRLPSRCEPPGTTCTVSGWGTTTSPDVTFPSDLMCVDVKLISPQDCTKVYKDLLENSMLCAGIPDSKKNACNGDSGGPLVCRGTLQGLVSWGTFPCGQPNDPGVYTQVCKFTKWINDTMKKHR
Tn6 DDE FP: inhibitors of Tn6 peptide binding to fibrin DD(E), primary screen, biochemical, fluorescence polarization, human fibrin, Tn6 probe. Fibrinogen beta chain (Homo sapiens), P02675. Fibrin DD(E) TRITC-Tn6 fluorescence polarization displacement. inhibition, % at 8.3 µM. hit rate 0.21% among 370,000. AID 720509, 2013;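 active = inhibition above a per-campaign cutoff: mean of compounds within control limits plus 3 SD, cut at about 15% in these data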;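 also: 0% = median of all compound wells on the plate and 100% = blocking peptide control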
ASAP1 GAP inh: inhibitors of human ASAP1 ArfGAP activity, primary screen, biochemical, fluorescence polarization; inhibition, % at 16.5 µM; hit rate 0.19% among 360,000; Arf-GAP with SH3 domain, ANK repeat and PH domain-containing protein 1 (Homo sapiens), …; ASAP1-stimulated ARF1 GTP hydrolysis, GDP FP detection; AID 624377, 2012; in the data active = inhibition above about 25%;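 also: 0% = vehicle with enzyme and substrate and 100% = no enzyme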
UHRF1 MBD2 ctr: UHRF1 methylated DNA binding inhibitors, primary screen, counter-screen for MBD2 inhibitor project, biochemical, TR-FRET, human UHRF1, single concentration | E3 ubiquitin-protein ligase UHRF1 (Homo sapiens), Q96T88 | UHRF1 binding to methylated oligo | inhibition, % at 4.4 µM | hit rate 0.75% among 370,000; in the data active = inhibition above about 21%;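 also: UHRF1 SRA domain binding a hemimethylated CpG hairpin DNA probe; 0% = median of test compound wells and 100% = reference inhibitor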
ADAM17 inh: ADAM17 inhibitors, primary screen, biochemical, QFRET. hit rate 0.83% among 370,000. AID 720648, 2013. inhibition, % at 6.95 µM. recombinant ADAM17, EDANS/DABCYL FRET peptide cleavage;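 active = inhibition above the mean of compounds lying between control limits plus 3 SD, set per campaign, cut at about 8.5% in these data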;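 also: 0% = DMSO-only wells as the low control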
PLCg1 inh: PLC-gamma1 enzyme inhibitors, primary screen, biochemical, fluorescence, purified enzyme; hit rate 0.84% among 370,000; 1-phosphatidylinositol 4,5-bisphosphate phosphodiesterase gamma-1 (Homo sapiens), P19174; inhibition, % at 12.2 µM; fluorogenic substrate; in the data active = inhibition above about 9.5%
ARFGAP1 inh: inhibitors of rat ARFGAP1 GAP activity, primary screen, biochemical, fluorescence polarization, GDP tracer. AID 651572, 2012. inhibition, % at 16.5 µM. hit rate 0.26% among 360,000. Arfgap1-stimulated ARF1 GTP hydrolysis, GDP FP detection;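 active = inhibition above a per-plate limit, mean inhibition of low control wells plus 3 SD, cut at about 25% in these data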;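 also: 0% = DMSO wells with enzyme and 100% = wells lacking Arfgap1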
Target sequence (Q62848 1-136 limits assumed): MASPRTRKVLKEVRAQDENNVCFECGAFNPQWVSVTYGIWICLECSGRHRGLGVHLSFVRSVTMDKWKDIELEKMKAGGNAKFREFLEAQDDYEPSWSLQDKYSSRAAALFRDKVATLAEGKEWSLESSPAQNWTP
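Repeats: one replicate per compound; assay system: rat Arfgap1 catalytic domain, aa 1-136; times: enzyme reaction 120 min at 25 °C after 20 min preincubation; detection: FP of antibody-bound GDP Alexa 633 tracer, ex 620/em 688 nm; benchmarks: high control wells lacking Arfgap1, low control full reaction with DMSO; reagent: human ARF1(Δ1-17)-GTP substrate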
The depositor's hits bear a star; i = inactive.

SMILES	MBD2 inh	DDE Tn7 FP inh	PLCb3 inh	KLK7 zymogen act	Tn6 DDE FP	ASAP1 GAP inh	UHRF1 MBD2 ctr	ADAM17 inh	PLCg1 inh	ARFGAP1 inh
CCCn1c(CNC(=O)c2cccs2)nc2ccccc21	-2	-4	1	-0.5	-5	12	1	-2	0	5
Cc1nc(Cl)sc1C(=O)O	3	-4	-2	0.3	-9	8	2	-4	1	5
O=C(NC(=S)N(CCc1ccccc1)CCc1ccccc1)c1ccco1	1	-6	0	0.5	0	-8	-5	2	-2	-1
CC(C)C[C@H]1CNC(=O)C(=O)N1C[C@@H]1CCCN1C[C@H](Cc1ccccc1)N1C[C@H](CC(C)C)N(CC2CCCCCC2)C(=O)C1=O	-1	0	6	0.1	-2	3	3	4	6	-2
O=C(NCCNc1ccc([N+](=O)[O-])cc1)c1cc(F)c(F)cc1Cl	-8	-3	0	-0.4	-3	1	-1	-5	-2	-5
CC1CCN(C(=O)CN2c3cccc4cccc(c34)S2(=O)=O)CC1	0	3	-418	18*	0	-11	-3	-101	-272	-4
O=C(CSc1ncnc2ccccc12)Nc1cc(S(=O)(=O)N2CCCCC2)ccc1Cl	-5	2	-3	0.9	0	-4	0	-4	-2	-4
c1ccc(-c2ccc(-c3cnc4n3CCCCC4)cc2)cc1	1	-1	-1	-0.2	-4	0	-1	-3	0	-5
CC(C)(C)c1ccc(C#C[C@@H]2C=C[C@H](O)[C@@H](COC(=O)Nc3ccccc3)O2)cc1	0	-5	-3	1.0	8	-1	-3	4	0	9
CCSc1nc2cc(S(=O)(=O)N3CCOCC3)ccc2o1	-6	3	5	-0.7	11	-9	3	3	5	-16
COc1ccccc1-c1cc2c(c3c1ccn3C)C1CCC2C1 (stereo unspecified)	1	-4	-10	-0.6	1	8	-1	-6	-6	7
Cc1ccccc1C(OCC(O)CN1CCCCC1CCO)c1ccccc1 (stereo unspecified)	-2	-3	1	-0.7	6	-9	3	-2	0	-1
C/C(=N\Nc1ccc(S(N)(=O)=O)cc1[N+](=O)[O-])c1cccs1	4	-5	-2	0.4	-1	0	0	0	1	1
COC(=O)c1c(N2C(=O)CC(Sc3ccccc3C(=O)O)C2=O)sc(C)c1C (stereo unspecified)	4	5	-5	0.3	6	-9	0	-5	-3	3
CC1CN(C(=O)c2cc3cc([N+](=O)[O-])ccc3s2)CC(C)O1 (stereo unspecified)	-4	6	2	-0.5	-4	-6	3	4	3	2
COc1ccc(N2C(=O)CC(Sc3nc(C)cc(C)n3)C2=O)cc1OC (stereo unspecified)	-4	4	-2	1.0	8	-19	-2	0	2	-22
O=C(Cc1ccsc1)NNC(=O)c1ccc(F)cc1	-1	9	-7	-0.7	0	1	-2	-2	-4	1
O=C(CC[C@H]1O[C@@H](n2ccc(=O)[nH]c2=O)[C@H](O)[C@@H]1O)N1CCN(Cc2cccc3ccccc23)CC1	-6	-1	0	-0.2	0	5	2	-4	3	12
C=CCNC(=O)c1ccc(C2SCC(=O)N2Cc2ccco2)cc1 (stereo unspecified)	-5	4	-5	0.7	-4	-4	1	-4	-3	-3
COc1ccccc1N=CC=C1OC(C)(C)C(C)(C)O1	-8	9	-67	-8.6	0	-8	-4	-38	-53	2
COc1ccc(N=C2S/C(=C\c3ccc(OC(C)C(=O)O)c(OC)c3)C(=O)N2CCc2c[nH]c3ccccc23)cc1 (stereo unspecified)	-5	-1	0	0.2	-1	3	-1	4	-1	7
O=C(Nc1ccc(Br)cc1)c1cccc(N2C(=O)C3CCCCC3C2=O)c1 (stereo unspecified)	1	7	-3	0.8	2	16	1	0	-2	9
CNC(=O)Cn1ncc2c(C)n(Cc3ccc(C)cc3)c(C)c2c1=O	2	14*	-1	-0.2	-1	-8	-1	-9	-1	2
CC1(C)CC(=O)c2cc(NC(=O)c3ccc(F)cc3)c(=O)oc2C1	4	-3	1	0.1	-10	5	3	-2	-1	14
O=C(NCCCN1CCOCC1)c1cc(-c2ccc(Cl)c(Cl)c2)on1	1	0	-1	0.3	3	-15	0	-2	3	16
CCc1noc(C)c1C(=O)NCCc1ccccc1	-2	11	-2	0.0	-12	9	-2	-6	-2	1
CCN(CC(=O)Nc1c(F)cccc1F)C(=O)c1ccc(-c2ccc(C(C)=O)cc2)o1	-5	-5	-446	14*	-4	-18	3	i	-346	-5
Cc1cccc(-c2nc3c(c(SCC(=O)N4CCOCC4)n2)CCCC3)c1	1	-5	3	0.1	-6	-4	0	2	5	-3
O=C(NCCCN1CCCC1=O)NC1CCCCC1	-7	-2	11*	0.3	-2	7	5	2	5	8
O=C(COC(=O)CCc1c[nH]c2ccccc12)NCc1ccc2c(c1)OCO2	-1	-8	1	-0.2	-2	22	64*	-1	-1	7
COc1ccc(N/N=C(/C)c2cnnc(-c3ccccc3)n2)cc1	-3	10	-3	0.1	1	3	-6	2	2	12
N#Cc1cccc(Nc2c3c(nc4ccccc24)CCCC3)c1	1	-1	-4	-0.4	3	-1	-1	1	-8	5
Cn1c(=O)c2c(ncn2CC(=O)N2CCN(S(=O)(=O)c3ccccc3)CC2)n(C)c1=O	6	2	-10	-0.2	-2	7	10	-4	0	5
COc1ccc(/C=C/C(=O)NC(=S)NNC(=O)[C@H]2C[C@@H]2c2ccccc2)cc1OC	-7	3	-49	-1.4	2	-1	-4	-8	-32	13
O=C(CCS(=O)(=O)c1ccccc1Cl)Nc1ccc(S(=O)(=O)Nc2ncccn2)cc1	-3	2	-3	0.2	3	1	-3	2	2	2
Clc1ccc(-c2ccc(/C=N/Nc3cc(N4CCOCC4)nc(N4CCOCC4)n3)o2)cc1	-4	5	-35	-0.5	-4	-1	-4	-9	-31	-11
Cc1ccccc1N(CC(=O)NCc1ccc2c(c1)OCO2)C(=O)C1CSC(=O)C1 (stereo unspecified)	0	4	-6	0.6	2	-3	5	0	0	-2
Cc1ccc(C)c(NC(=S)N(Cc2cccc(Br)c2)CC2CCC(C(=O)O)CC2)c1 (stereo unspecified)	6	0	-1	-0.1	-3	7	3	-1	3	1
CCN(CC(=O)Nc1c(F)cccc1F)C(=O)c1nc2nc(C)cc(C)n2n1	-1	4	-6	-0.4	10	-2	1	-4	-4	5
Cc1ccc2nc(NC(=O)CNS(=O)(=O)c3ccc(Br)s3)sc2c1	5	2	-13	-0.1	0	10	2	-8	-8	0
Cc1ccccc1NC(=O)Nc1nc(C(N)Cc2ccccc2)cs1 (stereo unspecified)	0	1	5	-0.8	-4	-13	-3	-2	2	0
COCC(C)NC(=O)c1ccccc1[N+](=O)[O-] (stereo unspecified)	3	1	2	-0.3	0	0	1	1	1	9
Cn1cccc1/C=N/NC(=O)Cc1cccc2ccccc12	3	3	-1	0.5	4	5	1	-3	0	2
CC(C)=C1C2CCC1C(C(=O)Nc1cc(C)cc(C)c1)C2C(=O)O (stereo unspecified)	0	-5	3	-0.2	-9	9	1	-5	1	8
COC(=O)c1ccc(Cn2c(C)c(C(=O)NCc3ccco3)sc2=O)o1	4	-1	-3	0.2	1	4	4	2	-3	3
CCN1C(=O)c2cccc3c(S(=O)(=O)N(C(C)=O)c4ccc(OC(C)=O)cc4)ccc1c23	-2	5	i	-175	9	3	-1	-187	i	-4
Cc1ccc(NC(=O)c2ccco2)c(NC(=O)COc2ccccc2)c1	1	8	-3	0.0	5	-7	1	1	3	13

In a second layout: results already given
Structure,MBD2 inh,DDE Tn7 FP inh,PLCb3 inh,KLK7 zymogen act,Tn6 DDE FP,ASAP1 GAP inh,UHRF1 MBD2 ctr,ADAM17 inh,PLCg1 inh,ARFGAP1 inh
COc1ccc(/C=C/C(=O)NC(=S)NNC(=O)[C@H]2C[C@@H]2c2ccccc2)cc1OC,-7,3,-49,-1.4,2,-1,-4,-8,-32,13
O=C(CCS(=O)(=O)c1ccccc1Cl)Nc1ccc(S(=O)(=O)Nc2ncccn2)cc1,-3,2,-3,0.2,3,1,-3,2,2,2
Clc1ccc(-c2ccc(/C=N/Nc3cc(N4CCOCC4)nc(N4CCOCC4)n3)o2)cc1,-4,5,-35,-0.5,-4,-1,-4,-9,-31,-11
Cc1ccccc1N(CC(=O)NCc1ccc2c(c1)OCO2)C(=O)C1CSC(=O)C1 (stereo unspecified),0,4,-6,0.6,2,-3,5,0,0,-2
Cc1ccc(C)c(NC(=S)N(Cc2cccc(Br)c2)CC2CCC(C(=O)O)CC2)c1 (stereo unspecified),6,0,-1,-0.1,-3,7,3,-1,3,1
CCN(CC(=O)Nc1c(F)cccc1F)C(=O)c1nc2nc(C)cc(C)n2n1,-1,4,-6,-0.4,10,-2,1,-4,-4,5
Cc1ccc2nc(NC(=O)CNS(=O)(=O)c3ccc(Br)s3)sc2c1,5,2,-13,-0.1,0,10,2,-8,-8,0
Cc1ccccc1NC(=O)Nc1nc(C(N)Cc2ccccc2)cs1 (stereo unspecified),0,1,5,-0.8,-4,-13,-3,-2,2,0
COCC(C)NC(=O)c1ccccc1[N+](=O)[O-] (stereo unspecified),3,1,2,-0.3,0,0,1,1,1,9
Cn1cccc1/C=N/NC(=O)Cc1cccc2ccccc12,3,3,-1,0.5,4,5,1,-3,0,2
CC(C)=C1C2CCC1C(C(=O)Nc1cc(C)cc(C)c1)C2C(=O)O (stereo unspecified),0,-5,3,-0.2,-9,9,1,-5,1,8

Bioassay records as filed in PubChem BioAssay.

The order is random. Share with any hit: about 4.1%.
